Compound activity from PubChem BioAssay.
MK inhibit: S. pneumoniae MK inhibitors, primary screen, biochemical, PK/LDH-coupled NADH absorbance; mevalonate kinase [Streptococcus pneumoniae D39]; purified MK, PK/LDH-coupled NADH absorbance 340 nm; inhibition, % at 10 µM; 0.48% of 65,000 active; AID 555, 2006;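 active = ranked among the strongest by inhibition in the single 10 µM screen, a fixed top-ranked set picked for dose follow-up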; also: no value below 0 was filed
Bfl-1 inhibitors: Bfl-1 inhibitors, primary screen, biochemical, fluorescence polarization, FITC-Bid, mouse (AID 432); 0.02% of 64,000 active; FITC-Bid BH3 peptide fluorescence polarization displacement; higher % means a stronger effect; Bcl-2-related protein A1 (Mus musculus); one-dose displacement, % at 20 µM; IC50 in µM for titrated hits; in the data active = a potency from the dose series; inactive = the rest, 99 in 100 with displacement below about 15%; also: strong numbers were not always called active
LYP phosphatase: LYP phosphatase inhibitors, primary screen, biochemical, DiFMUP fluorescence, recombinant catalytic domain, 10 µM (AID 606) | 52,000 tested, under 10 active | recombinant LYP catalytic domain, DiFMUP fluorescence; higher % means a stronger effect | one-dose inhibition, % at 10 µM; IC50 in µM for titrated hits | Tyrosine-protein phosphatase non-receptor type 22 (Homo sapiens);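 active = IC50 under 40 µM in the dose-response test; inactive = IC50 of 40 µM or more, or never dose-tested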
Alkaline phosphatase: human TNAP enzyme inhibitors, biochemical, luminescent (AID 518); purified TNAP enzyme, luminescent substrate readout; higher % means a stronger effect; one-dose inhibition, % at 20 µM; IC50 in µM for titrated hits; 0.09% of 64,000 active; in the data active = a potency from the dose series; inactive = the rest, 99 in 100 with inhibition below about 22%;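 also: plate controls were vehicle for no effect and reference inhibitor for full effect; many of its hits are not listed in these tables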
HT1080 viability: cytotoxicity in HT1080 fibrosarcoma cells, cell-based, fluorescence readout (AID 620); 0.42% of 87,000 active; HT1080 viability, fluorescence; higher % means a stronger effect; one-dose cytotoxicity, % at 10 µM; EC50 in µM for titrated hits;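 also: cells exposed to compound overnight then 4 h with Alamar Blue; 0% = vehicle DMSO and 100% = killing control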
KRASV12 cytotoxicity: cytotoxicity in KRAS-transformed pancreatic duct cells, primary screen, cell-based, fluorescence, HTS (AID 431); HPDE-C7K KRASV12 cells, Alamar Blue viability, 48 h; higher % means a stronger effect; cytotoxicity, % at 10 µM; hits with a dose series show EC50 in µM; 1.7% of 63,000 active;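 active = compounds whose percent cytotoxicity in the single-dose primary screen, scaled between solvent and toxic-drug controls, exceeds 50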;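 also: 0% = DMSO solvent wells and 100% = doxorubicin-treated wells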
PMK inhibit: S. pneumoniae PMK inhibitors, primary screen, biochemical, mevalonate pathway, pilot trial included | 0.49% of 65,000 active | AID 539, 2006 | inhibition, % at 10 µM | purified PMK, PK/LDH-coupled NADH absorbance 340 nm;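 active = top-ranked compounds by inhibition in the single 10 µM screen, taking a fixed number of the strongest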;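 also: 0% = full reaction with DMSO carrier and 100% = background rate without enzyme reaction; no value below 0 was filed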
DPM-DC inhibit: S. pneumoniae DPM-DC inhibitors, primary screen, biochemical, PK/LDH-coupled NADH fluorescence; diphosphomevalonate decarboxylase (Streptococcus pneumoniae D39); purified DPM-DC; calls only at 10 µM; 0.49% of 65,000 active; AID 556, 2006;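 active = the 320 compounds with the highest percent inhibition in the single-dose primary screen, excluding strongly autofluorescent ones, cut at about 32% in these data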;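 also: kinetic rate of NADH fluorescence loss reporting ADP formed by the decarboxylase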
HPDE-C7 cytotoxicity: cytotoxicity in HPDE-C7 cells, cell-based, fluorescence, HTS (AID 430). HPDE-C7 pancreatic duct cells viability, fluorescence; higher % means a stronger effect. one-dose cytotoxicity, % at 10 µM; EC50 in µM for titrated hits. 1.8% of 63,000 active;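 also: cells exposed to compound for 48 hours before viability readout; 0% = vehicle and 100% = reference cytotoxic drug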
PMK inhibit pilot replicates: recorded beside PMK inhibit, whose call it bears; inhibition, %; measured here: pilot screen replicates
MK inhibit pilot replicates: second read-out of MK inhibit, no call of its own (marks repeat the call); inhibition, %; measured here: pilot screen replicates
DPM-DC inhibit pilot screen %: second read-out of DPM-DC inhibit, no call of its own (marks repeat the call); inhibition, %; measured here: pilot screen trials
* hit, by the source's call; i = inactive; . = no result given; + = active, no number. Rule as the data show it, unless noted: active = cytotoxicity above about 50%; inactive = the rest.

SMILES	MK inhibit	Bfl-1 inhibitors	LYP phosphatase	Alkaline phosphatase	HT1080 viability	KRASV12 cytotoxicity	PMK inhibit	DPM-DC inhibit	HPDE-C7 cytotoxicity	others
COc1ccc(NC(C)=O)cc1NC(=O)CN1CCN(CC(=O)Nc2ccccc2Cl)CC1	0	-4%	-5%	12%	-1%	0%	12	i	-2%
Cc1nc2ccc(NC(=O)Cn3cnc4c3c(=O)n(C)c(=O)n4C)cc2s1	4	0%	-3%	10%	3%	-12%	7	i	-12%
CC(C)NC(=O)c1c(O)c2ccccc2[nH]c1=O	6	-5%	17%	4%	0%	16%	9	i	40%
O=C(NC12CC3CC(CC(C3)C1)C2)N1CC2Cc3cccc(=O)n3C(C2)C1 (stereo unspecified)	12	-5%	0%	4%	5%	-12%	10	i	-22%
COc1cc(OC)c(-c2nn3c(-c4cccnc4)nnc3s2)cc1OC	9	7%	.	-10%	18%	22%	10	.	-11%
O/N=C1\CCCc2nnc3c(c21)CCCC3	2	-3%	.	6%	-8%	-5%	1	i	-10%
c1cnc(NC2C3CC4CC(C3)CC2C4)nc1 (stereo unspecified)	6	3%	7%	6%	-8%	-8%	7	i	-19%
Cc1cc(C)c(S(=O)(=O)NCc2cn3c(C)csc3n2)cc1C	8	2%	11%	12%	-2%	-6%	1	+	7%
COC(=O)c1cc(OC)c(OC)cc1N=CC1=C(O)CC(C)(C)CC1=O	3	1%	-1%	1%	4%	5%	11	i	10%
Clc1ncn(C23CC4CC(CC(C4)C2)C3)n1	6	-1%	8%	6%	9%	-9%	0	i	-1%
Cc1cc(=O)oc(C)c1C(=O)N1CCN(Cc2ccc3c(c2)OCO3)CC1	0	2%	9%	8%	2%	-3%	1	i	-6%
Cc1nc(NC2=NCN(Cc3ccc4c(c3)OCO4)CN2)nc2ccccc12	9	1%	13%	16%	4%	15%	5	i	2%
O=C(c1ccc(S(=O)(=O)N2CCCCC2)cc1)N1CCN(Cc2ccc3c(c2)OCO3)CC1	1	0%	15%	4%	-5%	10%	7	i	10%
O=C(Cn1c(C(F)(F)F)nc2ccccc21)NCCN1CCCC1	5	8%	9%	10%	1%	-14%	3	i	-14%
COCCN1Cc2cccc(C(=O)Nc3cc(OC)ccc3OC)c2C1=O	0	-1%	.	2%	-7%	-8%	7	i	-19%
CC(CC(=O)NCc1ccccc1)C1CCCO1 (stereo unspecified)	6	-1%	7%	18%	1%	15%	8	i	7%	PMK inhibit pilot replicates=7.5;MK inhibit pilot replicates=1.5;DPM-DC inhibit pilot screen %=0.0
CCOC(=O)C1=C(N)OC2=C(C(=O)CCC2)C1c1ccccc1OCC (stereo unspecified)	6	-1%	12%	2%	-6%	-4%	13	i	-6%
CCC1(c2ccccc2)NC(=O)N(CC(=O)Nc2ccc3c(c2)OCO3)C1=O (stereo unspecified)	7	-3%	18%	9%	-7%	-1%	9	i	-1%
COc1ccc(-c2c(C)nn3c(N4CCN(Cc5ccccc5)CC4)cc(C)nc23)cc1OC	4	6%	.	10%	-2%	-4%	6	i	-8%
COc1ccc(S(=O)(=O)N[C@H](C(=O)N2CC[C@@]3(O)CCCC[C@H]3C2)c2ccccc2)cc1	2	13%	0%	3%	16%	-6%	6	i	-10%
Fc1ccc(NCc2nnc(SCc3nnc(-c4ccccc4)o3)n2Cc2ccccc2)cc1	16	-1%	.	4%	26%	21%	8	i	16%
COCc1[nH]nc2c1C(c1cccc(OC)c1)C(C#N)=C(N)O2 (stereo unspecified)	6	1%	1%	12%	-4%	7%	0	i	4%
CCOC(=O)c1ccc(NC(=O)CSc2nccn2C)cc1	9	0%	-6%	9%	17%	29%	15	i	20%
OC(CN1CCOCC1)CN(c1ccccc1)c1ccccc1 (stereo unspecified)	7	9%	13%	10%	40%	-11%	3	i	-18%

An excerpt from further up:
SMILES	MK inhibit	Bfl-1 inhibitors	LYP phosphatase	Alkaline phosphatase	HT1080 viability	KRASV12 cytotoxicity	PMK inhibit	DPM-DC inhibit	HPDE-C7 cytotoxicity	others
Cc1nc(NC2=NCN(Cc3ccc4c(c3)OCO4)CN2)nc2ccccc12	9	1%	13%	16%	4%	15%	5	i	2%
O=C(c1ccc(S(=O)(=O)N2CCCCC2)cc1)N1CCN(Cc2ccc3c(c2)OCO3)CC1	1	0%	15%	4%	-5%	10%	7	i	10%
O=C(Cn1c(C(F)(F)F)nc2ccccc21)NCCN1CCCC1	5	8%	9%	10%	1%	-14%	3	i	-14%
COCCN1Cc2cccc(C(=O)Nc3cc(OC)ccc3OC)c2C1=O	0	-1%	.	2%	-7%	-8%	7	i	-19%
CC(CC(=O)NCc1ccccc1)C1CCCO1 (stereo unspecified)	6	-1%	7%	18%	1%	15%	8	i	7%	PMK inhibit pilot replicates=7.5;MK inhibit pilot replicates=1.5;DPM-DC inhibit pilot screen %=0.0
CCOC(=O)C1=C(N)OC2=C(C(=O)CCC2)C1c1ccccc1OCC (stereo unspecified)	6	-1%	12%	2%	-6%	-4%	13	i	-6%
CCC1(c2ccccc2)NC(=O)N(CC(=O)Nc2ccc3c(c2)OCO3)C1=O (stereo unspecified)	7	-3%	18%	9%	-7%	-1%	9	i	-1%
COc1ccc(-c2c(C)nn3c(N4CCN(Cc5ccccc5)CC4)cc(C)nc23)cc1OC	4	6%	.	10%	-2%	-4%	6	i	-8%
COc1ccc(S(=O)(=O)N[C@H](C(=O)N2CC[C@@]3(O)CCCC[C@H]3C2)c2ccccc2)cc1	2	13%	0%	3%	16%	-6%	6	i	-10%
Fc1ccc(NCc2nnc(SCc3nnc(-c4ccccc4)o3)n2Cc2ccccc2)cc1	16	-1%	.	4%	26%	21%	8	i	16%
COCc1[nH]nc2c1C(c1cccc(OC)c1)C(C#N)=C(N)O2 (stereo unspecified)	6	1%	1%	12%	-4%	7%	0	i	4%
CCOC(=O)c1ccc(NC(=O)CSc2nccn2C)cc1	9	0%	-6%	9%	17%	29%	15	i	20%
OC(CN1CCOCC1)CN(c1ccccc1)c1ccccc1 (stereo unspecified)	7	9%	13%	10%	40%	-11%	3	i	-18%

Following part:
SMILES	MK inhibit	Bfl-1 inhibitors	LYP phosphatase	Alkaline phosphatase	HT1080 viability	KRASV12 cytotoxicity	PMK inhibit	DPM-DC inhibit	HPDE-C7 cytotoxicity	others
C/C(=C\C#N)n1nc(C)cc1N	0	0%	1%	4%	8%	-18%	5	i	-14%
CCOc1ccc(C2C(C#N)=C(N)SC(N)=C2C#N)cc1OCC	5	-3%	1%	3%	7%	.	16	i	.
Cc1nn(-c2ccccc2)c(C)c1NC(=O)c1ccc(S(=O)(=O)N2CCCC2)cc1	7	-3%	5%	9%	-21%	1%	2	i	-14%
COCCNC(=O)CN1CCC(NC(=O)Nc2ccc(C(F)(F)F)cc2)CC1	5	-6%	3%	9%	-5%	4%	13	i	8%	PMK inhibit pilot replicates=5.5;MK inhibit pilot replicates=0.0;DPM-DC inhibit pilot screen %=0.0
CCN1CCN(C(=O)c2nn(-c3ccc(OC)cc3)c(=O)c3c2c2ccccc2n3C)CC1	3	2%	3%	-3%	0%	-18%	4	i	-11%
CCc1ccc(OCc2nnc(SCC(=O)NCc3ccco3)o2)cc1	0	0%	.	3%	-4%	-9%	26*	i	-6%
Cc1noc(C)c1S(=O)(=O)NC1CCN(Cc2ccccc2)CC1	8	1%	10%	-3%	-3%	9%	8	i	1%
COc1ccc(-n2c(SCCC#N)nnc2-c2cc(Cl)ccc2OC)cc1Cl	0	-3%	8%	-2%	-4%	54%*	11	i	50%*
Clc1ccccc1OCCCCn1ccnc1	6	-1%	-1%	26%	-1%	4%	0	i	0%	PMK inhibit pilot replicates=1.5;MK inhibit pilot replicates=3.0;DPM-DC inhibit pilot screen %=0.0
Cc1noc(NS(=O)(=O)c2ccc(NC(=O)c3cnc4scc(C)n4c3=O)cc2)c1C	3	-6%	1%	-10%	5%	-13%	10	i	-14%
O=C(NCC(=O)N(Cc1ccco1)C(C(=O)NC1CCCC1)c1cccnc1)c1cccs1 (stereo unspecified)	0	0%	-6%	2%	-4%	-1%	2	i	-13%
CCCSc1nc(C)c(CC(=O)OCC)c(=O)[nH]1	0	0%	15%	14%	22%	2%	10	i	4%
CC(=O)NC1Sc2ccccc2N=C1c1ccccc1 (stereo unspecified)	12	2%	0%	2%	21%	2%	8	i	-1%
COCCn1nnnc1C(c1ccc(OC)cc1)N1CCN(c2ccccc2F)CC1 (stereo unspecified)	11	3%	18%	13%	2%	-14%	9	i	-8%	PMK inhibit pilot replicates=1.5;MK inhibit pilot replicates=5.5;DPM-DC inhibit pilot screen %=4.0
CCOC(=O)c1[nH]c2cc(OC)c(OC)cc2c1NC(=O)CN(C)C1CCCCC1	11	2%	.	11%	11%	.	14	.	.
O=C(CSc1n[nH]c(-c2ccncc2)n1)NC1CCS(=O)(=O)C1 (stereo unspecified)	0	0%	.	4%	-6%	-8%	22	i	3%
CC1CN(C(=O)C2CCCCC2)C(C)CN1C(=O)C1CCCCC1 (stereo unspecified)	6	-1%	-1%	7%	-9%	1%	0	i	1%
COc1ccc(N2C(=O)CSC2c2ccncc2)cc1 (stereo unspecified)	0	-9%	.	1%	-2%	-13%	15	i	-21%
CC(=O)Nc1ccc(NC(=O)C2CCCN(c3nnc(-n4cccc4)s3)C2)cc1 (stereo unspecified)	0	-4%	0%	11%	6%	-7%	10	i	-12%
COc1ccc(CCNC(=O)c2nc3ncccn3n2)cc1OC	5	-4%	10%	13%	9%	0%	8	i	-3%	PMK inhibit pilot replicates=2.5;MK inhibit pilot replicates=4.0;DPM-DC inhibit pilot screen %=0.0
O=c1cc(N2CCN(Cc3ccccc3)CC2)[nH]c(=O)n1Cc1ccc(F)cc1	6	-2%	10%	7%	-1%	-10%	10	i	-4%
OC1CN=C2C=CC=CN2C1 (stereo unspecified)	4	1%	.	5%	-11%	-10%	9	i	-25%
COCCCNc1nc(-c2ccncc2)nc2ccccc12	6	4%	8%	6%	-2%	38%	4	i	16%
NC(=O)c1oc2ccccc2c1NC(=O)C1CCCCC1	2	-5%	7%	3%	-6%	-4%	3	i	4%
